LDHA block = blocks human lactate dehydrogenase A. purified LDHA, NADH/diaphorase-resazurin fluorescence; active compounds read low. activity change, % (values are at about 110 or 230 µM). hit rate 0.15% among 480,000. AID 1347041; in the data active means activity change below about -30%; inconclusive means mostly about -25% to -30%;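 further: plate controls were DMSO wells for no effect and wells without enzyme for full effect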
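Human LDH5 (2 nM) was incubated with 0.06 mM NADH and 0.2 mM pyruvate for 5 min at room temperature in Tris pH 7.4. Remaining NADH was coupled through diaphorase/resazurin, and resorufin fluorescence was read at 0 and 20 min.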
12-LOX inh = inhibitors of human 12S-lipoxygenase ALOX12 | P18054 | hit rate 1.1% among 580,000 | Potency, µM (top dose mostly 108 µM), without a hit: at the top dose activity change, negative = inhibition, most hits filed as inhibitors | purified 12hLO, xylenol orange hydroperoxide absorbance; further: potency means the concentration at half of the fitted maximal effect; on the % scale 0 is the no-effect control and ±100 the full control effect
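Purified human 12hLO at 150 nM in 25 mM Hepes, 0.01% Triton X-100, pH 7.0, preincubated 15 min at room temperature with compound. Reaction started with 40 uM arachidonic acid, 30 min at room temperature. Hydroperoxide measured by Fe-xylenol orange, 573/405 nm absorbance ratio.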
D2 antagonist = D2 dopamine receptor (human) antagonism | P14416 | HEK293 TREx D2 cells, calcium flux, dopamine EC80 | inhibition, % at 10 µM | hit rate 2% among 340,000; in the data active means inhibition above about 30%; further: 0% is about no effect
Target sequence (P14416 whole entry, looked up): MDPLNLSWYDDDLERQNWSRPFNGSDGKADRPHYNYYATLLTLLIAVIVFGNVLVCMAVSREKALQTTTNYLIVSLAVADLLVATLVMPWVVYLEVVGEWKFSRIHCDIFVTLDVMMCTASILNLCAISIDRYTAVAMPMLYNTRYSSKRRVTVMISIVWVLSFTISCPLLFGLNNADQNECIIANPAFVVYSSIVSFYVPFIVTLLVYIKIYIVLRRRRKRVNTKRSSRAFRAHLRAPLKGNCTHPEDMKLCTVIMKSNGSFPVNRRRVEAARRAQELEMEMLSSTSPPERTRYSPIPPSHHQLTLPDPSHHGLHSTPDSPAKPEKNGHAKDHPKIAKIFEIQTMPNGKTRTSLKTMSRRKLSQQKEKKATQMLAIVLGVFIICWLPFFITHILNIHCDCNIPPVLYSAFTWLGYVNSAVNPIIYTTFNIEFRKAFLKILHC
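HEK293 T-REx D2 cells, tet-induced, calcium dye no-wash. Cpd pintool add, 180 s kinetic, then EC80 DA, 180 s kinetic. Ca flux read.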
Glioma ERSR ind = ER stress response induction in glioma. hit rate 0.02% among 420,000. Potency, µM, inactives show at the highest dose activation, hits mostly activators. U87-MG GRP78 promoter luciferase reporter, 16 h; further: potency means the concentration at half of the fitted maximal effect; series mostly up to about 76 µM; % of control where 0% means no effect; nearly all actives have a fitted effect of over 35% in size
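Stably transfected U87-MG glioma cells carrying a GRP78-based luciferase sensor; 16 h compound incubation. Luminescence end-point read 10 min after Bright-Glo addition at room temperature.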
D2 agonist = agonists of human D2 dopamine receptor. HEK293 T-REx D2 cells, calcium flux agonist mode. activation, % at 2 µM. hit rate 0.53% among 340,000. AID 485358;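 active means activation over 3 SD above normal in the single-dose calcium agonist read, cut at about 30% in these data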; further: 0% is about no effect
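In this primary screen, compounds producing a positive calcium signal within 180 s of addition to tetracycline-induced, force-coupled HEK293 Trex D2 cells are flagged; cells are dye-loaded with a no-wash calcium kit beforehand.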
ERG-DNA inh = ERG Ets/DNA interaction inhibition; P11308; fluorescence polarization, His-ERG Ets domain / labelled DNA; Potency, µM (highest dose often 76.9 µM), for inactives: at the top dose FP activity, negative = inhibition, hits mostly inhibitors; hit rate 0.028% among 370,000; AID 624246; active means well fitted inhibition curve with a large enough effect in the polarisation, with a control signal flat; inconclusive means small, poorly fitted or top-dose-only effect, or effect the other way, or a change in a side signal; inactive means no such curve, though single readings can be large or run the other way; the % refers to the polarisation;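 further: polarization taken with two DNA probes labelled with fluorescein and Texas red; potency means the concentration at half of the fitted maximal effect; % of control where 0% means no effect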
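His-tagged ERG Ets domain (1 uM in the protein solution; 300mM KCl, 50mM Tris-HCl, 1mM EDTA, 1mM DTT, pH 7.5) received compound, then a probe mix of 5 nM fluorescein-DNA and 100nM Texas-615-DNA. Fluorescence polarization was read for both dyes.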
Vif-A3G inh = Vif-A3G binding inhibition; Potency, µM (doses to about 46.1 µM), inactives show at the highest dose activity, negative = active, usual class: inhibitors; Q9HC16; AID 602310; hit rate 0.076% among 410,000; HeLa A3G-eYFP + Vif (tagged APOBEC3G with the HIV-1 protein that degrades it), YFP fluorescence, overnight;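 further: potency means the concentration at half of the fitted maximal effect; on the % scale 0 is the no-effect control and ±100 the full control effect; nearly all actives have a fitted effect of over 60% in size; hits raise eYFP signal because A3G escapes Vif-driven loss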
Target sequence (Q9HC16 whole entry, looked up): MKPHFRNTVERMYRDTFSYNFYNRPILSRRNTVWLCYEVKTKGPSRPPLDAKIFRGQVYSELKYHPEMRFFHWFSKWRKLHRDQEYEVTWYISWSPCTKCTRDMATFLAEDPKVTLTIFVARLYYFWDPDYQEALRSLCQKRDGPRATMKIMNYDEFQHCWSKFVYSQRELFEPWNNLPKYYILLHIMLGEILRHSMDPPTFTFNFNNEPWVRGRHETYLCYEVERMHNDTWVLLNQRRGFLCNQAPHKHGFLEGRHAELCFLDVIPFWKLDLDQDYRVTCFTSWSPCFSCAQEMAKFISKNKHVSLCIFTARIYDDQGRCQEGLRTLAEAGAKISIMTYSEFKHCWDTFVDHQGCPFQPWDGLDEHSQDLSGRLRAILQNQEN
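HeLa cells stably expressing Vif and C-terminally eYFP-tagged A3G, seeded overnight at 37 deg C, then exposed to compound by pintool overnight at 37 deg C. Rise in yellow fluorescence (Ex 488/Em 500-530, Acumen) marks blocked Vif-driven A3G degradation.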
RGS4 inhibitor = human RGS4 inhibition; Transcreener GDP fluorescence polarization, RGS4-accelerated GTP hydrolysis; Potency, µM (series often up to 114 µM), for inactives: top-dose activity change, negative = inhibition, most hits filed as inhibitors; hit rate 0.039% among 390,000; AID 504845; further: potency means the concentration at half of the fitted maximal effect; on the % scale 0 is the no-effect control and ±100 the full control effect; nearly all actives have a fitted effect of over 75% in size; some results filed as inactive show a strong effect at the top dose
Target sequence (P49798 whole entry, looked up): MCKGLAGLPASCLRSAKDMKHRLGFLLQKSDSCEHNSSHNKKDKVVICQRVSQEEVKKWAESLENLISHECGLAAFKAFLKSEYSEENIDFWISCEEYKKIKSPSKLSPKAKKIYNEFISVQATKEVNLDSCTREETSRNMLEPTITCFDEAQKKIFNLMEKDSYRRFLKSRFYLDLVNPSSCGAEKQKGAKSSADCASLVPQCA
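MLSMR compounds (23 nl, pin-transferred) preincubated 10 min at room temperature with a 500nM (2x) first reagent, then RGS4 at 900nM (2x) plus Transcreener GDP mix added; fluorescence polarization (620/688 nm) read before and after 90 min at 30 °C.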
Vif-APOBEC3F blk = Vif-A3F binding inhibition; HeLa A3F-eYFP + Vif (tagged APOBEC3F with the HIV-1 protein that degrades it), YFP fluorescence increase; Potency, µM (series often up to 46.1 µM), for inactives: at the highest dose activity, negative = active; hit rate 0.2% among 390,000; further: potency means the concentration at half of the fitted maximal effect; % of control where 0% means no effect; nearly all actives have a fitted effect of over 65% in size
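HeLa cells stably expressing Vif plus C-terminally eYFP-tagged A3F were seeded, incubated overnight at 37 deg C, dosed with compound, incubated overnight again at 37 deg C. Yellow fluorescence (Ex 488/Em 500-530) reported blocked Vif-mediated A3F-eYFP degradation.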
Active calls of the source: *; ? = inconclusive; nt = not tested or not shown; & = joins results of further samples; [ ] = remark or other dose. Unless noted, the call rests on the fitted dose curve; in most records, active means well fitted curve in the direction sought with a large enough effect; inconclusive means small, poorly fitted or top-dose-only effect, or another doubt; inactive means no such curve, though single readings can be large; an effect the other way counts as inactive or inconclusive. Not all compounds are listed (hit frequency here may not be typical).

Fields – 12-LOX inh | ERG-DNA inh | Vif-A3G inh | LDHA block | Glioma ERSR ind | Vif-APOBEC3F blk | D2 agonist | D2 antagonist | RGS4 inhibitor
[1] COC(=O)c1cc(-c2ccccc2)nc2nc(SC)[nH]c(=O)c12
    0% | -5% | -5% | -8 | 0% | 2% | -1.2 | 12 | 26%
[2] CC(C)(C)n1nnnc1C(c1cc2cc3c(cc2[nH]c1=O)OCO3)N1CCN(c2ccccc2)CC1 (configuration not stated)
    -21% | nt | -4% | 8 | -1% | 0% | -0.4 | 0 | 6%
[3] COc1ccc(C(Cl)=C(c2ccc(OC)cc2)c2ccc(OC)cc2)cc1
    11%[57.4 µM] | -3% | -3% | -6 | -5%&-3%&-4%&-2% | 4% | -1.2 | -27 | 0%
[4] CC1(C(=O)NS(=O)(=O)c2ccccc2Cl)CCN1C(=O)C1CCCCC1 (configuration not stated)
    -7% | nt | -2% | -7 | 1% | nt | nt | nt | nt
[5] CCOC(=O)Cn1c(=O)oc2cc(S(=O)(=O)N3CCN(c4ccccc4F)CC3)ccc21
    -1% | -1% | -3% | -9 | -4% | 0% | 1.5 | nt | 4%
[6] CCOC(=O)c1scc(-c2ccccc2)c1S(=O)(=O)N1CCN(c2ccccc2OC)CC1
    -24% | -18% | -12% | 0 | 0% | 1% | 1.9 | nt | -4%
[7] COc1cc(C(CCN2CCCC2)c2c(OC)cc(OC)c3c(C)cc(=O)oc23)cc(OC)c1OC (configuration not stated)
    8% | 1% | 1%&5% | 0 | -4%&-3% | 11% | 0.1 | 8 | 13%&6%
[8] O=C(Nc1ccc(OCC(=O)N2CCOCC2)cc1)c1cc(F)c(F)cc1Cl
    -10% | -9% | 2% | 2 | 1% | 1% | 0.2 | 12 | -8%
[9] N#C/C(=C/c1ccccc1)C(=O)NCc1ccccc1
    -1% | 3% | -16% | -6 | ? | -37% | -1.2 | 19 | 6%
[10] CN1C[C@@H]2[C@@H]3C(=O)N(Cc4ccccc4)C(=O)[C@@H]3[C@](Cc3ccccc3)(C1=O)N2C(=O)c1ccc(C(C)(C)C)cc1
    -22% | 6% | -10% | -1 | -3% | ? | nt | nt | -28%
[11] Nc1c2c(nc3cccc(Cl)c13)N(c1ccccc1)CC2
    42%[activator] | 6% | 4% | 0 | 2% | 2% | 5.9 | 15 | -11%
[12] CSc1nnc(C)c(/C=C/Nc2ccc(F)cc2)n1
    -36% | 2% | -20% | -1 | -5% | -14% | 4.6 | 6 | -19%
[13] CCOc1ccc(N=C2NC(=O)C(CC(=O)Nc3ccc(OC)cc3)S2)cc1 (configuration not stated)
    -4% | 0% | 2% | -10 | 2% | -11% | -0.5 | 6 | 19%
[14] O=c1ccn(Cc2ccccc2)c(SCc2ccccc2)n1
    ? | nt | 1% | -5 | -2% | -27% | nt | nt | 15%
[15] CCOC(=O)c1cc(-c2cc3ccccc3o2)n[nH]1
    ? | -6% | 1% | -5 | -4% | 2% | 0.0 | 1 | 23%
[16] O=C(c1ccc(S(=O)(=O)NCC2CCCO2)cc1)N1CCN(c2ccccc2F)CC1 (configuration not stated)
    -11% | -13% | 2% | -2 | 2% | 0% | 1.4 | -10 | 21%
[17] COc1ccccc1CNC(=O)C1(C)CCCCN1C (configuration not stated)
    ? | nt | 2% | -1 | -6% | nt | nt | nt | nt
[18] COc1ccc(C=NNC(=S)NC23CC4CC(CC(C4)C2)C3)cc1OC
    45µM* | 0% | 0% | -1 | 8% | -29% | nt | nt | -19%
[19] COc1ccc(-c2nn(-c3ccccc3)cc2CNC[C@H]2O[C@@H](n3cnc4c(=O)[nH]c(N)nc43)[C@H](O)[C@@H]2O)cc1
    -4% | nt | -2% | -5 | -1% | nt | nt | nt | nt
[20] Cc1cc(OCc2nc(N)nc(N)c2-c2ccc(Cl)c(Cl)c2)ccc1[N+](=O)[O-]
    -8% | nt | -13% | -2 | -6% | -10% | nt | nt | -24%
[21] CCc1ccc(S(=O)(=O)Nc2nnc(N)s2)cc1
    -4% | -13% | -1% | -11 | -4% | 1% | 0.2 | 13 | 27%
[22] CNC(=O)C(=O)Nc1ccc(C)cc1C
    0% | -10% | -5% | -7 | -6% | -2% | -0.1 | 5 | -15%
[23] COc1ccc(Cn2c(C)c(C)c(C#N)c2NC(=O)Nc2ccc(F)cc2)cc1
    -4% | 9% | -5% | -8 | -6% | -4% | -0.6 | 0 | -20%
[24] O=C(O)COc1ccccc1/C=N/NC(=O)c1cccc(S(=O)(=O)Nc2cccc(Cl)c2)c1
    ? | -4% | -1% | 0 | -3% | -11% | 1.5 | -3 | -13%
[25] O=C(N/N=C\c1ccc(Cl)s1)c1cccs1
    -23% | -4% | 0% | -5 | 11% | -4% | -0.4 | -11 | -6%
[26] CCc1cccc2c3c([nH]c12)C(CC)(CC(=O)O)OCC3 (configuration not stated)
    -15%&0% | -4% | -2% | -1 | -5%&1%&-3% | 2% | -1.3 | -9 | 10%[56.9 µM]
[27] O=C(c1ccc2c(c1)OCO2)N1CCN(CCN2C(=O)c3cccc4cccc(c34)C2=O)CC1
    -8% | -6% | -1% | -12 | -4% | 4% | nt | nt | 7%
[28] NC(=O)CC(NC(=O)c1ccccc1)c1ccc(N2CCC(Br)CC2)c([N+](=O)[O-])c1 (configuration not stated)
    -12% | -13% | 0% | 0 | -6% | 5% | 0.7 | 2 | -21%
[29] Cc1ccc(C(=O)Nc2cccc(C(=O)N3CCOCC3)c2)cc1Cl
    -12% | 0% | -6% | -7 | 6% | -3% | nt | nt | 23%
[30] COc1ccc(CCC(=O)Nc2ncc(C)s2)cc1
    21% | -5% | 1% | -1 | 2% | -29% | -0.6 | -4 | -47%
[31] CC(=O)Nc1ccc(/C(C)=N/NC(=O)CN(c2ccccc2Br)S(C)(=O)=O)cc1
    9% | 0% | -6% | -9 | 4% | 4% | 0.4 | -11 | -11%
[32] COc1ccccc1C(CNC(=O)c1cccc(NS(=O)(=O)c2ccc(Br)cc2)c1)N(C)C (configuration not stated)
    -18% | 6% | 0% | 1 | -4% | -25% | 2.2 | -24 | 4%
[33] Cc1ccccc1C(=O)NC(=S)Nc1sc2c(c1C#N)CCCC2
    0% | 2% | 1% | -1 | -1% | 0% | -0.4 | 5 | ?
[34] c1ccc2c(CN3CCCCC3)csc2c1
    ? | 3% | 1% | -6 | 5% | 0% | 0.3 | 11 | 1%
[35] COc1ccc(NC(=O)CCCN2C(=O)C(c3ccccc3)Oc3cccnc32)cc1OC (configuration not stated)
    2%&-26% | 3%&-8% | 1%&-3% | 2&1 | 0%&-1% | 0%&0% | -1.0&-1.6 | 14 | 9%&22%
[36] COc1cc(C2C(C#N)=C(N)N(N(C)C)C3=C2C(=O)CC(C)(C)C3)cc(OC)c1OC (configuration not stated)
    16% | 9% | -1% | -9 | -4% | -8% | -0.1 | 2 | -1%
[37] CCCCNC(=O)C1(C)CCN1Cc1ccc(C(=O)OCC)cc1 (configuration not stated)
    2% | nt | 1% | -2 | -2% | nt | nt | nt | nt
[38] Cc1cccc(CNC(=O)c2cc3cc(S(=O)(=O)N4CCCCC4)ccc3n2C)c1
    ? | -2% | 5% | -3 | -2% | 0% | 0.5 | nt | 13%
[39] CCOc1cccc(CC(=O)N2CCc3c([nH]c4ccccc34)C2c2ccccc2)c1OCC (configuration not stated)
    -30% | -12% | 4% | -4 | -3% | 0% | -1.4 | nt | -5%
[40] CC1(OC(=O)C2CCCC2)C(=O)C=C2C=C(c3ccc(C#N)cc3)OC=C2C1=O (configuration not stated)
    10µM* | 9% | 1% | 10 | -2% | 0% | nt | nt | -49%
[41] COc1ccc(CNCC(C)NCc2ccc(OC)c(OC)c2)cc1OC (configuration not stated)
    0% | -7% | 0% | -13 | -4% | -7% | 0.9 | -24 | 7%
[42] COc1cc(/C=C/c2nc3ccccc3c(=O)[nH]2)ccc1O
    ? | nt | ? | 1 | -1% | -2% | nt | nt | nt
[43] COC(=O)C(C)Sc1nc(NCc2ccccc2)nc(N(C)C)n1 (configuration not stated)
    8% | 2% | -5% | -5 | -4% | -12% | 0.7 | 1 | 20%
[44] COCCNCC(=O)Nc1ccc(C)c(S(=O)(=O)N2CCCCC2)c1
    ? | 8% | -1% | -15 | -3% | 9% | 1.6 | -23 | -35%
[45] O=C(CN1CCSc2ccccc21)N1CCN(c2ccc(F)cc2)CC1
    -18% | 1% | -1% | -6 | -3% | -1% | 3.6 | nt | 6%
[46] Cn1nnc2cc(C(=O)N3CCC(c4ccccc4)C3)ccc21 (configuration not stated)
    0%[57.4 µM] | -7% | 1% | 0 | 6% | 2% | 1.6 | 11 | 1%
[47] OC[C@@H](O)[C@@H](O)CO
    0% | 7% | 3% | -9 | -2% | 8% | 0.1 | 7 | -6%

12-LOX inh, what is marked active above.
no.	Molecule	12-LOX inh	ERG-DNA inh	LDHA block	Glioma ERSR ind	D2 antagonist	RGS4 inhibitor
18	COc1ccc(C=NNC(=S)NC23CC4CC(CC(C4)C2)C3)cc1OC	45µM*	0%	-1	8%	nt	-19%
40	CC1(OC(=O)C2CCCC2)C(=O)C=C2C=C(c3ccc(C#N)cc3)OC=C2C1=O (configuration not stated)	10µM*	9%	10	-2%	nt	-49%
